Source: PubChem BioAssay
TRPC6 inhibitor: mouse TRPC6 channel inhibitors, primary screen, cell-based, HEK293, membrane potential dye | Short transient receptor potential channel 6 (Mus musculus), Q61143 | ACh-evoked depolarization; active compounds read low | B-score at 10 µM | 1.1% of 310,000 active;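 active = B-score under library mean minus 3 SD, initial fluorescence not abnormally high, positive integrated signal ratio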;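 note: B-score derived from integrated fluorescence ratio over the kinetic read; more negative B-score means stronger inhibition of depolarization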
RGS4 inh: RGS4 inhibitors, primary screen, cell-based, HEK293 M3R inducible RGS4, calcium flux; Regulator of G-protein signaling 4 (Homo sapiens), P49798; Fluo-4 calcium flux; active compounds read high; triggered by carbachol at its EC20; B-score at 10 µM; 0.45% of 310,000 active; AID 463165, 2010;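 active = B-score, a plate-corrected calcium signal, over three deviations above library mean, with baseline fluorescence within five deviations of library mean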;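 note: RGS4 expression induced by doxycycline in cells with stable M3 receptor; B-score is computed from the integrated fluorescence ratio over baseline after carbachol; higher B-score means a larger calcium signal and so more RGS4 inhibition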
TRPC6 activator: mouse TRPC6 channel activators, primary screen, cell-based, HEK293, membrane potential dye. Short transient receptor potential channel 6 (Mus musculus), Q61143. HEK293-TRPC6 membrane potential dye fluorescence; active compounds read high. B-score at 10 µM. 0.13% of 310,000 active;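 active = B-score of the integrated fluorescence ratio above library mean plus 3 SD, and starting fluorescence ratio within library mean plus 5 SD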;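 note: higher score means more depolarization so channel activation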
RGS4 pot: RGS4 potentiators or activators, primary screen, cell-based, HEK293 M3R inducible RGS4, calcium flux; 0.92% of 310,000 active; carbachol calcium flux Fluo4; active compounds read low; B-score at 10 µM; AID 463111, 2010;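 active = B-score of the integrated calcium signal more than 4 SD below the library mean, with starting fluorescence not abnormally high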;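 note: negative B-score means reduced calcium response which marks RGS4 activation or potentiation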
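Material: Inducible-RGS4 HEK293 cells carrying M3 receptor; also added: carbachol at ECmax as muscarinic agonist stimulus; incubation: compound preincubation 20 min at room temperature before agonist; signal: Fluo4-AM (2 µM) calcium-flux fluorescence, kinetic read; measure: integrated calcium ratio converted to B score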
SKKanGAS inh: S. pyogenes SKKanGAS growth inhibitors in kanamycin, primary screen, streptokinase expression inhibitor project, SKKanGAS strain, BacTiter-Glo luminescence. 6 h. inhibition, % at 7.5 µM. 1.3% of 300,000 active. AID 1662, 2009;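 active = mean replicate score, as percent of positive control median, at least 50; inconclusive = mean below 50 but one replicate at or above 50; inactive = mean and every replicate below 50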;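 note: strain carries kanamycin resistance gene driven by streptokinase promoter and grows in 40 µg/ml kanamycin; loss of luminescence reflects streptokinase promoter inhibition or plain growth inhibition; 0% = median of DMSO wells and 100% = positive control at its reference dose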
Platelet DG rel: inhibitors of platelet dense granule secretion, primary screen, cell-based, MLPCN, human platelets; human platelet-rich plasma, SFLLRN dense granule ATP release, luminescence; inhibition, %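 (compounds screened at 7.5 µM in platelet-rich plasma)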; 0.22% of 300,000 active; AID 1663, 2009;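 active = mean replicate score, as percent of positive control, at or above 50; inconclusive = mean below 50 but at least one replicate at or above 50; inactive = mean and every replicate below 50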
TRPC4 inh: inhibitors of mouse TRPC4 channel, primary screen, Fluo4 calcium, HEK293 TRPC4beta/mu-opioid cells; Short transient receptor potential channel 4 (Mus musculus), Q9QUQ5; DAMGO-evoked Fluo4 calcium flux; active compounds read low; B-score at 10 µM; 0.39% of 300,000 active;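 active = B-score over 3 SD under the library average, no early fluorescence shift, positive overall ratio signal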
Target sequence (Q9QUQ5 whole entry, looked up): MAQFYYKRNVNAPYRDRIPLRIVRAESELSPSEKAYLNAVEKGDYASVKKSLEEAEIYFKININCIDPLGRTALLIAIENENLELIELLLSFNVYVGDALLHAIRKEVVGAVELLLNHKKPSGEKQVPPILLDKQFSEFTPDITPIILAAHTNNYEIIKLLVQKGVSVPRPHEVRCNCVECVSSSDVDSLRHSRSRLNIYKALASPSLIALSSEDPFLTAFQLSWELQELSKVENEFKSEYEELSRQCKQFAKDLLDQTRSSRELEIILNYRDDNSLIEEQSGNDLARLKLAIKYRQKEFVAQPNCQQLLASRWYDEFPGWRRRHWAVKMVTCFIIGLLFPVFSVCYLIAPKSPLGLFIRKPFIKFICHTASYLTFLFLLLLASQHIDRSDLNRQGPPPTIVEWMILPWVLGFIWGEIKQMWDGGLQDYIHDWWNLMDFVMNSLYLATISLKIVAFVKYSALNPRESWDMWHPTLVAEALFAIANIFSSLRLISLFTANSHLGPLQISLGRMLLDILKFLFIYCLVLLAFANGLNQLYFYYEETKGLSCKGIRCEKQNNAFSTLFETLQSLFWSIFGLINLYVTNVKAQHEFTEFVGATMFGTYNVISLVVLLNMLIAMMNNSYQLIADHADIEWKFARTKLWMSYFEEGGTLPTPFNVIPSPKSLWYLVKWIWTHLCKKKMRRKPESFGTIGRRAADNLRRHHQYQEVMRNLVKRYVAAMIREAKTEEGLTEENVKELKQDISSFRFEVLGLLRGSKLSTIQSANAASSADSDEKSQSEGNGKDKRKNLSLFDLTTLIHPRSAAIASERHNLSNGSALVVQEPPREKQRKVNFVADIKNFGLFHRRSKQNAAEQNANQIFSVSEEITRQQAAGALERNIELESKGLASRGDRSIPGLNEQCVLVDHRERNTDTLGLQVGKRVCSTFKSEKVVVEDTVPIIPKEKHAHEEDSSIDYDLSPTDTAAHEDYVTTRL
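test system = HEK293 cells with stable TRPC4beta plus mu-opioid receptor expression | detection = Fluo4 Ca2+ flux fluorescence | read-out = integrated fluorescence ratio relative to baseline, converted to per-well B score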
MrgX1 ag: agonists of human MrgX1 receptor, primary screen, HEK293 cells, Fluo-4 calcium flux. Mas-related G-protein coupled receptor member X1 (Homo sapiens), Q96LB2. Fluo-4 calcium fluorescence, agonist mode; active compounds read high. B-score at 10 µM. 0.44% of 310,000 active. AID 588627, 2011;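 active = calcium response B-score plate-corrected fluorescence ratio at least 3 library SD, with starting fluorescence B-score inside 5 SD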
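Assay system: stable human MrgX1 HEK293 cell line. Quantity: 15,000 cells per well. Schedule: cells plated overnight, dye loaded 0.5 h 37 °C, 0.5 h room temperature. Detection: Fluo-4 NW calcium-flux fluorescence, kinetic read. Read-out basis: peak-minus-minimum fluorescence over baseline, converted to B scores. Control set: positive and negative control wells on each plate.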
MrgX1 allo act: positive allosteric modulators of MrgX1, primary screen, HEK293 cells, Fluo-4 calcium flux; 0.63% of 310,000 active; Mas-related G-protein coupled receptor member X1 (Homo sapiens), Q96LB2; B-score at 10 µM; FDSS; active compounds read high;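 active = plate-corrected calcium response at least 3 library SD above typical, normal starting fluorescence, not activating the receptor alone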;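 note: compound read alongside a low EC10 to EC30 dose of BAM8-22 agonist; peak minus trough fluorescence over baseline measured at the second addition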
MrgX1 antagonist: antagonists of human MrgX1 receptor, primary screen, HEK293 cells, Fluo-4 calcium flux | Mas-related G-protein coupled receptor member X1 (Homo sapiens), Q96LB2 | 1.3% of 310,000 active | B-score at 10 µM | BAM8-22 antagonism; active compounds read low;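 active = calcium-response B-score plate-corrected more than 3 library SD below zero, starting fluorescence within 5 deviations, no agonist response on first addition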;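 note: peak minus trough fluorescence over baseline after final BAM8-22 challenge near maximal dose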
HIF act: HIF pathway transcriptional activators, primary screen, cell-based, U2OS HRE-luciferase, luminescence | activation, % at 7.5 µM (by protocol) | 0.32% of 300,000 active | U2OS HRE-luciferase reporter; normalized: DMSO 0%, desferrioxamine 100%;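 active = mean activation of at least 10% of the iron chelator positive control signal, with at least half of replicates also reaching 10%; inconclusive = mean and replicate majority disagree about reaching 10%; inactive = mean and most replicates under 10%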
Numbers without * were called inactive; i = inactive; ? = inconclusive; . = no result given.

SMILES	TRPC6 inhibitor	RGS4 inh	TRPC6 activator	RGS4 pot	SKKanGAS inh	Platelet DG rel	TRPC4 inh	MrgX1 ag	MrgX1 allo act	MrgX1 antagonist	HIF act
CCN(CC)C(=O)CSc1nnnn1-c1ccc(F)c(Cl)c1	i	i	i	i	4	5	i	i	i	i	-0.2
C/C(N)=C(/C#N)C(=O)COC(=O)CC1CCCC1	i	i	i	i	-2	3	i	i	i	i	0.6
CC12CN(C(=O)c3cccc([N+](=O)[O-])c3)C3(C#N)CC1CCC23C (configuration not stated)	i	i	i	i	4	-4	i	i	i	i	-0.8
CCCCC1=CC2=CC(=O)C(C)(OC(=O)CC)C(=O)C2=CN1CC(C)C (configuration not stated)	i	i	i	i	2	-3	i	i	i	i	-1.9
Fc1ccccc1C(c1nnnn1Cc1ccc2c(c1)OCO2)N1CCN(Cc2ccco2)CC1 (configuration not stated)	i	i	i	i	-1	-6	i	i	i	i	0.3
Cc1ccc2cc(CCNC(=O)c3cccs3)c(=O)[nH]c2c1C	i	i	i	i	-7	-12	i	i	i	i	3.8
Cc1[nH]n(-c2ncc(-c3ccc(Cl)cc3)s2)c(=O)c1C(c1ccc(Cl)cc1)C(C#N)C#N (configuration not stated)	i	18*	i	i	97*	-3	i	i	i	i	0.3
O=S1(=O)CCC(S(=O)(=O)N2CCCCCC2)C1 (configuration not stated)	i	i	i	i	1	-4	i	i	i	i	-0.1
Cc1nn(-c2ccc(F)cc2)c(Cl)c1/C=C/C(=O)N1CCNC(=O)C1	i	i	i	i	-14	0	i	i	i	i	0.6
Cc1ccc(-c2[nH]ncc2C(=O)c2ccc(Br)cc2)c(O)c1	i	i	i	i	-6	-20	i	i	8.7*	i	-23
Cc1c(OCC(=O)N2CCC(C(=O)O)CC2)ccc2c3c(c(=O)oc12)CCCC3	i	i	i	i	6	-1	i	i	i	i	0.1
O=C(NOC(=O)c1ccccc1)c1ccccc1	i	i	i	i	-2	6	i	i	i	i	-0.3
O=C(CSc1nc(-c2ccco2)cc(C(F)(F)F)n1)Nc1ccc(C(=O)N2CCCCC2)cc1	i	i	i	i	12	-19	i	i	i	i	0.1
CCOC(=O)Cc1cnc(NC(=O)Cn2nnc(-c3ccc(OCC)cc3)n2)s1	.	.	.	.	11	3	.	i	i	i	-0.3
COc1cccc(NC(=S)NCCN2CCOCC2)c1	i	i	i	i	-11	-10	i	i	i	i	-0.4
COc1ccc(-n2cc(CNCCCn3ccnc3)c(-c3ccccc3Cl)n2)cc1	i	i	i	i	-2	4	i	i	i	i	0.1
c1cncc(CNc2ccc3c(c2)OCO3)c1	i	i	i	i	2	-10	i	i	i	i	0.9
c1ccc(CNc2nc(N3CCN(Cc4ccccc4)CC3)nc3ccccc23)cc1	i	i	i	i	8	-14	i	i	i	i	-0.1
Cc1cc(-c2nnc(SCC(=O)Nc3ccc(C(F)(F)F)cc3)n2C)no1	i	i	i	i	10	-6	i	i	i	i	-0.2
Cc1ccc2oc(C(=O)N3CCN(c4cccc(C)n4)CC3)c(C)c2c1	i	i	i	i	6	17	i	i	i	i	1.4
O=C(c1ccc(CNc2c(N3CCCC3)c(=O)c2=O)cc1)N1CC=C(c2ccccc2)CC1	i	i	i	i	1	2	i	i	i	i	-0.7
COCCNC(=O)C(c1cccs1)N(C(=O)Cn1nnc2ccccc21)c1cccc(C(C)=O)c1 (configuration not stated)	i	i	i	i	3	-3	i	i	i	i	1.9
COCC(C)NC(=O)COc1nncc2ccccc12 (configuration not stated)	i	i	i	i	-2	-2	i	i	i	i	-0.4
CN(C)C1=NC(=O)/C(=C/c2ccc(-c3ccc(S(N)(=O)=O)cc3)o2)S1	i	i	i	i	2	-2	i	i	i	i	-0.3
Cc1ccc(S(=O)(=O)N2CCCC(c3nc(-c4ccc(C)o4)no3)C2)cc1 (configuration not stated)	i	i	i	i	-9	2	i	i	i	i	-0.2
CC1=C(C(=O)N2CCCC(C(=O)c3cccc(C(F)(F)F)c3)C2)OCCO1 (configuration not stated)	i	i	i	i	-8	8	i	i	i	i	-0.1
CCCCN(C(=O)C(C)Oc1ccc(Cl)cc1)c1c(N)n(CCCC)c(=O)[nH]c1=O (configuration not stated)	i	i	i	i	-8	-2	i	i	i	i	-0.4
Cc1cccc(N(CC(=O)N2CCCC2)S(C)(=O)=O)c1	i	i	i	i	-2	4	i	i	i	i	-0.8
COc1cccc(Nc2nc(=O)[nH]nc2C)c1	i	i	i	i	0	-2	i	i	i	i	0.1
COc1ccc(/C=C2/SC(=S)N(CC(=O)O)C2=O)cc1OCc1ccc(Cl)cc1	i	i	i	i	17	-10	i	i	i	i	5.5
COc1ccccc1-c1nc(-c2ccc(C(=O)O)cc2)no1	i	i	i	i	7	11	i	i	i	i	-0.5
Cc1cccc(COc2coc(CN3CCN(C(=O)c4ccco4)CC3)cc2=O)c1	i	i	i	i	-6	-5	i	i	i	i	0.0
Cc1c(NC(=O)OCCSc2nc(N(C)C)nc(N(C)C)n2)sc(=S)n1C	i	i	i	i	2	10	i	i	i	i	-0.4
CS(=O)(=O)Nc1ccccc1C(=O)NCCSc1ccccc1	i	i	i	i	1	-4	i	i	i	i	0.9
Cc1ccc(NS(=O)(=O)c2cc(C(=O)N3CCOCC3)ccc2C)cc1C	i	i	i	i	3	3	i	i	i	i	-0.6
COc1ccc2c(c1)[n+](=O)c(C(C)=O)c(C)n2[O-]	i	i	i	i	4	1	i	i	i	i	-0.7
COc1cc(/C=N/N2CCN(c3ccccc3OC)CC2)ccc1OC(C)=O	i	i	i	i	-6	6	i	i	i	i	1.5
Cc1ccc(SCc2cc(=O)[nH]c(N3CCN(Cc4ccc5c(c4)OCO5)CC3)n2)cc1	i	i	i	i	-3	13	i	i	i	i	-0.2
Fc1ccc(-c2csc3[n+]2CCS3)cc1	i	i	i	i	2	-2	i	i	i	i	0.1
CC1(C)CN(c2ccc(C(=O)c3ccccc3)cc2)C1=O	i	i	i	i	0	-1	i	i	i	i	0.3
Cc1ccc(S(=O)(=O)NCCC2=CCCCC2)cc1C(N)=O	i	i	i	i	-8	15	i	i	i	i	0.6
O=C(CSc1ccc2nnc(-c3ccncc3)n2n1)Nc1ccc2c(c1)OCO2	i	i	i	i	-5	-7	i	i	i	i	-0.1
O=C(CN1C(=O)NC2(CCCC2)C1=O)Nc1ccc(OC(F)(F)F)cc1	i	i	i	i	5	-4	i	i	i	i	-0.4
CCOc1oc(-c2ccc(OC)cc2)nc1C(F)(F)F	i	i	i	i	-15	-9	i	i	i	i	0.1
CCOC(=O)c1c(C)c(C(=O)N2CCN(c3ccccc3)CC2)c(C)n1C	i	i	i	i	2	4	i	i	i	i	-0.3
CCC(C)NC(=O)c1ccc(C)c(NC(=O)C2=C(C)OCCS2)c1 (configuration not stated)	i	i	i	i	-2	-2	i	i	i	i	-19
CC(C)c1ccc(CNc2c([N+](=O)[O-])c(=O)oc3ccccc23)cc1	i	i	i	i	-6	-5	i	i	i	i	0.7
COc1cc2cc(CN(Cc3cccs3)C(=S)Nc3ccccc3)c(=O)[nH]c2cc1OC	i	i	i	i	26	10	i	i	i	i	-0.1
O=C(O)C/C(=C\c1ccc(Cl)cc1)c1nc2ccccc2o1	i	i	i	i	-4	6	i	i	i	i	0.4
CN(C)/C=C1\C=C(c2ccccc2)OC1=O	i	i	i	i	6	0	i	i	i	i	0.6
COC(=O)C(NC(=O)COc1ccccc1)(Nc1nc2c(s1)CCCC2)C(F)(F)F (configuration not stated)	i	i	i	-12*	1	3	i	i	i	i	-0.8
CCOC(=O)C(C)n1cnc2c(nnn2-c2ccc(F)cc2)c1=O (configuration not stated)	i	i	i	i	1	?	i	i	i	i	0.5
CCOc1ccc(N2C(=O)CC(NNc3nc4ccccc4s3)C2=O)cc1 (configuration not stated)	i	i	i	i	1	-11	i	i	i	i	-0.1
CC(C)c1ccc(OCC(=O)Nc2ccccc2C(=O)N2CCOCC2)cc1	i	i	i	i	3	-4	i	i	i	i	0.1
CCCCCc1nnc(NS(C)(=O)=O)s1	i	i	i	i	6	8	i	i	i	i	0.1
COC(=O)c1sccc1-c1ccc(C(=O)Nc2cccnc2)o1	i	i	i	i	-13	-4	i	i	i	i	1.4
CCOC(=O)c1c(NC(=O)CN2C(=O)NC3(CCCC3)C2=O)sc(C)c1CC	i	i	i	i	0	-3	i	i	i	i	-13
COc1ccc(S(=O)(=O)N2CC(C)N(C(=O)N3CCOCC3)C2)cc1 (configuration not stated)	i	i	i	i	-4	-48	i	i	i	i	-0.4
C=CCOC(=O)C1=C[C@H](c2coc3ccccc3c2=O)[C@@H](CCCO)[C@H](OCC)O1	i	i	i	i	-1	12	i	i	i	i	0.6
NC(=S)N/N=C/c1ccccc1OC(=O)/C=C/c1ccccc1	i	i	i	i	-5	-7	i	i	i	i	-0.1
CCN(CC)S(=O)(=O)c1ccc(NC(=O)CSc2nnc(-c3cccc(OC)c3)n2C)cc1	i	i	i	i	7	-3	i	i	i	i	-0.6
